GRP78 ERSR act: ER stress response induction in glioma. AID 602332. Potency, µM, without a hit: at the top dose activation, actives largely listed as activators. 420,000 compounds, 0.02% hits. U87-MG GRP78 promoter luciferase reporter, 16 h; further: potency means the concentration at half of the fitted maximal effect; series mostly up to about 76 µM; % of control where 0% means no effect; nearly all actives have a fitted effect of over 35% in size
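Stably transfected U87-MG human glioma cells carrying a GRP78-based luminescent sensor were seeded at 1000 cells/well, pin-dosed with compounds and incubated 16 h. Luciferase reagent was then added, and end-point luminescence was read after 10 min at room temperature.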
Vif-APOBEC3F blk: Vif-A3F binding inhibition | HeLa A3F-eYFP + Vif (tagged APOBEC3F with the HIV-1 protein that degrades it), YFP fluorescence increase | Potency, µM (titrated, usually from 46.1 µM), for inactives: at the highest dose activity, negative = active | 390,000 compounds, 0.2% hits | AID 602313; further: potency means the concentration at half of the fitted maximal effect; % of control where 0% means no effect; nearly all actives have a fitted effect of over 65% in size
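HeLa cells stably expressing A3F-eYFP plus Vif, plated and incubated overnight at 37 deg C, then exposed to compounds overnight at 37 deg C. Blocked degradation read as raised yellow fluorescence (Ex 488/Em 500-530).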
Vif-APOBEC3G blk: Vif-A3G binding inhibition. HeLa A3G-eYFP + Vif (tagged APOBEC3G with the HIV-1 protein that degrades it), YFP fluorescence, overnight. Potency, µM (doses to about 46.1 µM), for the others: top-dose activity, negative = active, most hits filed as inhibitors. 410,000 compounds, 0.076% hits. AID 602310;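 further: potency means the concentration at half of the fitted maximal effect; on the % scale 0 is the no-effect control and ±100 the full control effect; nearly all actives have a fitted effect of over 60% in size; hits raise eYFP signal because A3G escapes Vif-driven loss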
Target sequence (Q9HC16 whole entry, looked up): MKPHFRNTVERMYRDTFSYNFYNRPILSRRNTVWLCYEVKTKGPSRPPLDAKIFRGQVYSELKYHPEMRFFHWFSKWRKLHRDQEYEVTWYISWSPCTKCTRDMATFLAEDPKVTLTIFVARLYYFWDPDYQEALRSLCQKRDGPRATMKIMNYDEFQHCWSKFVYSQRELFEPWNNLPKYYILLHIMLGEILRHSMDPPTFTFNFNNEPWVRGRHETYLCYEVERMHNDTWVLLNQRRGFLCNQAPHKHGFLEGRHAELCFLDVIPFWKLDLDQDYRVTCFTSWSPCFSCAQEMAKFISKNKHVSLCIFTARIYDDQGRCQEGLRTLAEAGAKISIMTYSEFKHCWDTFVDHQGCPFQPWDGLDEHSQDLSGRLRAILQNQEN
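HeLa cells stably expressing Vif and C-terminally eYFP-tagged A3G, seeded overnight at 37 deg C, then exposed to compound by pintool overnight at 37 deg C. Rise in yellow fluorescence (Ex 488/Em 500-530, Acumen) marks blocked Vif-driven A3G degradation.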
RXFP1 antagonist: antagonists of human relaxin receptor RXFP1. activity change, negative = inhibition, % at 57.5 µM. 350,000 compounds, 0.59% hits. AID 1259400. HEK293-RXFP1, relaxin-stimulated cAMP HTRF, 30 min; stronger effect = lower value. Q9HBX9;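 active means activity change of -60% or lower, but not beyond a set lower limit; inconclusive means change between -60% and -40%, or beyond the set limit; inactive means change above -40%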; further: on the % scale 0 is the no-effect control and ±100 the full control effect
Target sequence (Q9HBX9 whole entry, looked up): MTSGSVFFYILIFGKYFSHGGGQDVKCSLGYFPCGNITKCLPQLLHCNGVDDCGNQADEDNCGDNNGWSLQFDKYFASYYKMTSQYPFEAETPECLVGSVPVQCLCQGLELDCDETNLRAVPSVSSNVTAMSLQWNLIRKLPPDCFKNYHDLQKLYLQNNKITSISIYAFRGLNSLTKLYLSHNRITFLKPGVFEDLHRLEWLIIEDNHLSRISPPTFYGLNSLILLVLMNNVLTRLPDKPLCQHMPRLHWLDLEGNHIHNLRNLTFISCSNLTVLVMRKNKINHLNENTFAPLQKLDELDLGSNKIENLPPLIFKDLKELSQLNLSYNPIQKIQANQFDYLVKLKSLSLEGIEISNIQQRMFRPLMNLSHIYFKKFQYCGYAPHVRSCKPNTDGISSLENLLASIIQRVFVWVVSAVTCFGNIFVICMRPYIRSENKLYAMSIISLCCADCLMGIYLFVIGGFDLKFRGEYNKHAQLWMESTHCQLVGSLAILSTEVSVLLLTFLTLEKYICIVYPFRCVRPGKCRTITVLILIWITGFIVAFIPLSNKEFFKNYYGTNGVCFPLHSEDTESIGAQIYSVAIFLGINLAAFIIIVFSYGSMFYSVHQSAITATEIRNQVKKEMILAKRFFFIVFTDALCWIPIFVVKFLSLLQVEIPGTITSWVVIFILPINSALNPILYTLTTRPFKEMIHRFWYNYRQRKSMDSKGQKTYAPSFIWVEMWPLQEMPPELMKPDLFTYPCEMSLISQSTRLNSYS
RXFP1 agonist: agonists of human relaxin receptor RXFP1; AID 2676; Q9HBX9; Potency, µM (top dose mostly 57.5 µM), inactives show top-dose activation, most hits filed as activators; HEK293T-RXFP1 cAMP TR-FRET, 30 min; response scale: percent of porcine relaxin response, buffer zero; 370,000 compounds, 0.3% hits; further: potency means the concentration at half of the fitted maximal effect; on the % scale 0 is the no-effect control and ±100 the full control effect; nearly all actives have a fitted effect of over 60% in size; many of its hits are not listed in these tables
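Agonist response is measured as cAMP accumulation in an RXFP1-transfected HEK293T line under PDE4 inhibition. Values are scaled between buffer-only and 29 nM porcine relaxin, and EC50s come from standard Hill equation fits.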
D2 potentiator: positive allosteric modulators of human D2 dopamine receptor | P14416 | HEK293 T-REx D2, calcium flux, EC20 dopamine potentiation | potentiation, % at 10 µM | 340,000 compounds, 0.34% hits | AID 485347;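 active means potentiation over 3 SD above the plate norm, cut at about 30% in these data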; further: 0% is about no effect
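Tetracycline-induced Hek293 Trex D2 cells, force-coupled to calcium, loaded with no-wash calcium dye. Compound added with 180 s kinetic read for agonism, then EC20 dopamine and a further 180 s read for potentiation.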
D1 agonist: agonists of human D1 dopamine receptor. P21728. HEK293 T-REx D1 cells, calcium flux, agonist mode. activation, % at 2 µM. 360,000 compounds, 1% hits. AID 504660; in the data active means activation above about 30%; further: 0% is about no effect
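Inducible HEK293 T-REx D1 cells, force-coupled to calcium signalling, were plated at 4000 cells/well with tetracycline and held overnight at 30 C. After no-wash calcium dye loading, compound-evoked calcium rise over 180 s flagged agonists.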
D1 PAM: enhances dopamine response at the human D1 receptor | HEK293 TREx D1 cells, calcium flux, dopamine EC20 potentiation | 360,000 compounds, 0.036% hits | potentiation, % at 10 µM; in the data active means potentiation above about 30%; further: 0% is about no effect
D1 antag: antagonists of human D1 dopamine receptor; P21728; HEK293 TREx D1 cells, calcium flux, dopamine EC80; stronger effect = lower value; activity change, negative = inhibition, % at 10 µM; 360,000 compounds, 3.2% hits; AID 504652; in the data active means activity change below about -30%; further: on the % scale 0 is the no-effect control and ±100 the full control effect
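HEK293 T-REx cells expressing inducible, force-coupled D1 receptor; no-wash Ca dye, 30–90 min RT. Cmpd → 180 s read at 1 Hz → EC80 DA → 180 s read.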
Active calls of the source: *; ? = inconclusive; / = no result given. Unless noted, the call rests on the fitted dose curve; in most records, active means well fitted curve in the direction sought with a large enough effect; inconclusive means small, poorly fitted or top-dose-only effect, or another doubt; inactive means no such curve, though single readings can be large; an effect the other way counts as inactive or inconclusive. Only part of the results is shown, so the mix of outcomes need not match the whole.

SMILES | GRP78 ERSR act | Vif-APOBEC3F blk | Vif-APOBEC3G blk | RXFP1 antagonist | RXFP1 agonist | D2 potentiator | D1 agonist | D1 PAM | D1 antag
O=C(Nc1ccc(CSc2ccccc2)cc1)c1ccccc1 | 6% | 3% | -1% | -10 | 1.8% | -1 | 0 | -3 | 6
CCCCN(CCCC)C(=O)c1ccccc1NC(=O)CN1C(=O)c2ccccc2C1=O | -1% | -24% | -7% | -18 | -2.6% | 1 | 1 | -5 | 0
CCOCc1nnc(NC(=O)CCS(=O)(=O)Cc2ccccc2)s1 | -1% | -9% | -13% | -6 | -1.2% | -6 | 2 | -4 | -3
COc1ccc(CCC(=O)Nc2ncc(C)s2)cc1OC | -2% | -2% | -6% | -15 | 5.8% | 0 | 3 | 0 | 8
Cc1ccc(C(=O)Nc2ccc(OCc3cc(=O)n4c5c(sc4n3)CCCC5)cc2)cc1 | 0% | 0% | -2% | / | 11% | -21 | -2 | -6 | -13
CCn1nnc(NC(=O)c2ccccc2Br)n1 | 4% | -6% | 0% | 1 | -0.3% | 3 | 4 | -1 | 16
CCN(CC)S(=O)(=O)c1ccc(N2CCN(CCOc3ccc(OC)cc3)CC2)nc1 | -1% | 11% | -2% | -34 | 3.0% | / | 8 | -5 | -17
COc1ccc(C(CNC(=O)C2CC(=O)N(Cc3ccccc3)C2)N2CCCC2)cc1 (stereo not drawn) | -3% | -3% | 1% | 5 | 0.2% | -7 | 1 | -4 | -9
COc1ccc(/C=N/NS(=O)(=O)c2ccccc2)cc1OS(=O)(=O)c1ccc(C)cc1 | -7% | 8% | ? | -10 | 1.2% | 3 | 20 | -4 | /
Cc1ccc(C)c(NC(=O)CN(C)C(=O)c2cccc(S(=O)(=O)N3CCCC3)c2)c1 | -5% | -4% | -4% | -2 | 2.3% | -6 | 0 | 5 | 2
CCC(=O)n1nc(-c2cccnc2)nc1NCc1ccccc1 | -5% | 9% | 4% | -13 | 2.3% | 15 | 0 | -4 | 8
Cc1ccc2nc(-c3cccc(NC(=O)CSc4ccc(Cl)cc4)c3)oc2c1 | / | / | / | -20 | 0.4% | 7 | 5 | -4 | -1
Cc1ccc(NC(=O)CN(C)C(=O)CN2C(=O)NC(C)(c3ccccc3)C2=O)cc1 (stereo not drawn) | 1% | -4% | 1% | -1 | -1.2% | 1 | 2 | 3 | -6
CCN(CC)c1ccc(NC(=O)COC(=O)c2ccc3ccccc3n2)cc1 | -1% | / | 0% | -24 | -1.6% | -1 | 0 | -5 | -1
COCCSc1ccccc1C(=O)Nc1nnc(COC)s1 | -1% | -6% | -2% | -20 | -0.7% | -7 | 1 | -6 | -5
O=C(CN1C(=O)CCSc2ccc(S(=O)(=O)N3CCCC3)cc21)Nc1cccc(Cl)c1 | -2% | 0% | 4% | -10 | 1.0% | 13 | 5 | -1 | 1
CCCC(=O)Nc1ccc2oc(-c3ccncc3)nc2c1 | 2% | -2% | -6% | -1 | 3.9% | 34* | 1 | 11 | 8
C=Cn1cc[n+](CC(=O)c2ccc(C)cc2)c1 | -5% | -1% | 1% | -1 | 0.4% | / | -1 | -1 | 10
Cc1ccccc1C(=O)N1CCN(c2ccc(NC(=O)c3ccc4c(c3)OCO4)cc2)CC1 | -1% | 1% | 1% | ? | 0.8% | 2 | 5 | 0 | -12
CCOC(=O)c1[nH]c2ccc(OCC)cc2c1CCCN1C(=O)c2ccccc2C1=O | -1% | -3% | -5% | -13 | 1.6% | 8 | 0 | -10 | 0
Cn1c(SCC(=O)NNC(=O)Cc2ccccc2)nnc1-c1ccc(Cl)cc1 | -5% | 5% | 0% | -2 | 1.0% | / | 2 | 13 | 4
COc1ccc(NC(=O)CC2SC(N3CCCC3)=NC2=O)cc1Cl (stereo not drawn) | -3% | -1% | -4% | -2 | / | / | / | / | /
Cc1cccc(NC(=O)C(NS(=O)(=O)c2cccc3nsnc23)c2ccccc2)c1C (stereo not drawn) | -4% | 3% | 3% | -27 | 3.9% | 12 | 1 | 1 | 27
Cc1oc(-c2cccs2)nc1CS(=O)CC(=O)NCCc1ccccc1 (stereo not drawn) | -3% | 1% | -6% | 2 | 2.4% | -3 | 1 | 4 | 5
Fc1ccc(-c2nc(Nc3ccc(F)c(Cl)c3)nc3c2COc2ccccc2-3)cc1 | -1% | -3% | -4% | 7 | -3.1% | 2 | 11 | 2 | -23
O=C(c1cc2ccccc2oc1=O)N(Cc1ccc2c(c1)OCO2)Cc1ccco1 | 5% | 2% | 0% | -11 | 2.8% | 3 | 6 | -6 | 10
O=Cc1ccc(Oc2ncccn2)cc1 | 4% | 4% | -2% | -14 | 3.7% | 5 | 17 | -1 | 3
O=C(CNC(=O)c1ccco1)Nc1ccc(N2CCCCCC2)cc1 | 0% | -27% | 1% | -3 | -0.9% | -9 | 1 | 2 | -16
CN1C2C=C3C(C#N)=C(N)C(C#N)(C#N)[C@@H](c4cccs4)C3C1CC2 (stereo partly drawn) | 5% | -2% | 0% | -5 | 3.0% | -9 | 4 | 1 | -6
O=C(CSc1ncccn1)NCCC1=CCCCC1 | 6% | 11% | 1% | -7 | 0.0% | 11 | 3 | -5 | 8

Some of these compounds in order of count of non-hydrogen atoms, largest number first:
SMILES | GRP78 ERSR act | Vif-APOBEC3F blk | Vif-APOBEC3G blk | RXFP1 antagonist | RXFP1 agonist | D2 potentiator | D1 agonist | D1 PAM | D1 antag
O=C(CNC(=O)c1ccco1)Nc1ccc(N2CCCCCC2)cc1 | 0% | -27% | 1% | -3 | -0.9% | -9 | 1 | 2 | -16
COc1ccc(NC(=O)CC2SC(N3CCCC3)=NC2=O)cc1Cl (stereo not drawn) | -3% | -1% | -4% | -2 | / | / | / | / | /
O=Cc1ccc(Oc2ncccn2)cc1 | 4% | 4% | -2% | -14 | 3.7% | 5 | 17 | -1 | 3

Next structures:
SMILES | GRP78 ERSR act | Vif-APOBEC3F blk | Vif-APOBEC3G blk | RXFP1 antagonist | RXFP1 agonist | D2 potentiator | D1 agonist | D1 PAM | D1 antag
c1c2c(cc3sc(N4CCOCC4)nc13)OCO2 | -4% | 10% | 0% | -10 | -1.8% | 10 | 1 | -3 | -3
C=CCOc1ccccc1/C=N/NC(=O)Cc1ccccc1 | 1% | 5% | 0% | 5 | -4.4% | -11 | 1 | 0 | 6
CCOC(=O)c1ccc(OCC2NCCc3cc(OC)c(OC)cc32)cc1 (stereo not drawn) | 0% | -3% | 2% | -10 | 0.1% | / | 11 | -6 | 0
COc1ccc(CN(C(C)=O)c2cccc(C)c2C)cc1 | -6% | -12% | ? | -12 | 2.7% | -9 | 1 | -1 | -8
Cc1cccc(CSc2nnc(CCCCCN)o2)c1 | -9% | 2% | 0% | / | -1.4% | -17 | 5 | -6 | 5
COc1cc(Cl)ccc1OCc1cc(C(=O)N2CCCCCCC2)no1 | -2% | 1% | 1% | 5 | 3.4% | 12 | 7 | 2 | 4
Cc1sc(NC(=O)c2cccnc2)nc1-c1ccccc1 | 3% | 1% | 0% | -2 | 0.0% | -8 | 0 | -2 | 7
Cc1ccc(OCC(=O)Nc2ccc3c(c2)nc(CCN2CCN(c4ccccn4)CC2)n3C)cc1 | -8% | 0% | -10% | -6 | / | / | / | / | /
O=c1cc(NCC2CCCO2)[nH]c(=O)n1-c1ccc(Cl)cc1 (stereo not drawn) | -4% | -5% | -1% | -26 | -2.1% | 1 | -2 | -7 | 6
CCOC(=O)c1cc(-c2ccc(C)cc2)nn1Cc1ccccc1 | 3% | -4% | -7% | / | 0.5% | -10 | 16 | 0 | 19
ON(CCc1ccccn1)CCc1ccccn1 | 1% | -4% | 1% | -1 | / | / | / | / | /
CCOc1ccc(C(=O)OCC(=O)NC2CCCCCCC2)cc1 | -1% | -5% | 0% | -11 | -0.1% | 15 | 7 | -1 | -4
CC(=O)CCc1oc2c([N+](=O)[O-])cccc2c1-c1ccc(C)o1 | -1% | 1% | -6% | -1 | 0.0% | 2 | 3 | -4 | -18
CCN1C(=O)c2ccccc2S(=O)(=O)c2ccc(C(=O)NCc3ccc(F)cc3)cc21 | -3% | -5% | -2% | / | -2.9% | 4 | 1 | -4 | 2
COc1cc(Nc2nc3ccccc3nc2NS(=O)(=O)c2ccc([N+](=O)[O-])cc2)cc(OC)c1OC | -1% | -8% | 0% | 0 | 0.9% | 0 | 1 | -20 | -74*
O=C1C=C(c2ccc3c(c2)OCO3)C[C@@H](c2ccc3c(c2)OCO3)C1 | -1% | -7% | -1% | / | -1.0% | -13 | -2 | -2 | /
O=C(OCc1cc(=O)n2nc(-c3cccs3)sc2n1)c1cccc(F)c1 | -1% | -3% | 0% | / | -1.3% | -1 | 4 | -5 | 1
O=C(NC1CCSC1=O)C1CC(=O)N(c2ccc(F)cc2)C1 (stereo not drawn) | 1% | 0% | 7% | -11 | 3.2% | / | 2 | -8 | -8
CC(=O)Nc1ccc(S(=O)(=O)NCCC(=O)OCC(=O)NNC(=O)c2ccccc2)cc1 | -1% | -11% | 2% | -19 | -1.9% | 10 | 2 | -1 | 9
Cc1ccc(S(=O)(=O)Nc2nc3ccccc3s2)cc1 | 1% | -8% | 1% | -1 | 0.2% | 0 | 1 | -4 | -9
Fc1ccccc1CNC(=S)NCc1ccc(Cl)cc1 | -5% | 0% | -1% | -8 | 2.6% | -2 | 11 | -4 | -15
Cc1ccc(C(=O)NC(=S)Nc2ccc(N3CCN(C(=O)c4ccco4)CC3)cc2)cc1 | -4% | -15% | 3% | 1 | -0.8% | -4 | 8 | -2 | -9
COc1ccc(/C=N/OCc2ccccc2C#N)c(OC)c1 | -4% | -6% | 1% | 13 | -0.5% | -5 | 5 | 2 | 14
Cc1ccc(-n2c(SCC(=O)N/N=C/c3ccccc3C(=O)O)nnc2-c2ccc(Cl)cc2)cc1 | 4% | 5% | 0% | 7 | -0.9% | -21 | 0 | 5 | 3
CCOc1ccc(N2CC(NC(=O)C(=O)c3c[nH]c4ccccc34)CC2=O)cc1 (stereo not drawn) | -3% | 0% | 1% | -35 | 0.5% | 0 | -1 | -2 | /
S=C(NCCc1ccccc1)NC1CCCCCC1 | 1% | 2% | 5% | -1 | -1.2% | 9 | 8 | 4 | -14
COc1ccc2oc(C(=O)c3ccccc3)c(NC(=O)CN3CCN(C)CC3)c2c1 | -1% | -10% | 0% | -8 | 0.7% | 2 | 16 | -2 | -15

Screens (PubChem)
